# PvdQ acylase: P. aeruginosa PvdQ acylase inhibition; purified PvdQ acylase, fluorescence plate reader; inhibition, % at 10 µM; 340,000 compounds, 0.063% hits; AID 488965; in the data active = inhibition above about 30%, passing the limit was not always enough;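 also: 0% = vehicle neutral wells and 100% = reference inhibitor wells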
# NSD2 inh: NSD2 (human) methyltransferase inhibition; O96028; NSD2 peptide methylation, AlphaScreen, 120 min; inhibition, % at 12.5 µM; 310,000 compounds, 0.54% hits; in the data active = inhibition above about 50%
# MITF act: activators of MITF-driven TRPM1 promoter activity in SK-MEL-5 cells; SK-MEL-5 TRPM1-promoter luciferase, 24 h; % of positive control, neutral wells = 0; activation, % at 12.5 µM; 300,000 compounds, 0.75% hits; AID 588334;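 active = mean activation of at least 80% with every replicate also reaching 80%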;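 also: 0% = neutral control wells and 100% = parthenolide positive control wells; values of inactives mirror those of a sister screen read the other way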
# Wnt bcat act: activators of Wnt/beta-catenin signaling; Wnt/beta-catenin reporter cell assay, activator, plate reader; activation, % at 9.35 µM; 300,000 compounds, 1.2% hits; in the data active = activation above about 30%, passing the limit was not always enough;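 also: 0% = neutral control wells and 100% = positive control wells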
# V-ATPase pH: yeast V-ATPase proton transport regulation by pHLuorin; response, % at 10 µM; S. cerevisiae, pHLuorin cytosolic pH fluorescence; 350,000 compounds, 0.37% hits; in the data active = response mostly above about 7.3%, no sharp cut-off; inactive = mostly below about 5.4%; also: actives read high; inactives centre near 0; some compounds called inactive have numbers as strong as hits; reference of the scale not given here
# CDK5 p35 inh: CDK5/p35 (human) kinase inhibition; Q00535+Q15078; 330,000 compounds, 0.01% hits; inhibition, % at 10 µM; Recombinant CDK5/p35, ADP-Glo luminescence, 60 min;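 active = highest replicate inhibition of at least 50% and at least 75% of replicates reaching 50%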;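 also: plate controls were DMSO neutral control for no effect and GW8510 at 10 µM for full effect; many of its hits are not listed in these tables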
# SR-BI DiI inh: mouse SR-BI HDL lipid transfer inhibition; inhibition, % at 12.5 µM; AID 488896; ldlA[mSR-BI] CHO cells, DiI-HDL uptake fluorescence, 3 h; 320,000 compounds, 0.96% hits; Q61009;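 active = mean replicate inhibition of at least 70% and a set share of replicates each scoring 70 or more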;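 also: 0% = median of neutral control wells and 100% = median of positive control wells; values of inactives mirror those of a sister screen read the other way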
# HTR5A inv ctr: inverse agonist of human HTR5A in OPRM1-OPRD1 counter-screen | P47898 | HTR5A cell line, luminescence, inverse agonism | inhibition, % at 9.3 µM | 340,000 compounds, 0.083% hits | AID 504634; in the data active = inhibition mostly above about 23%, no sharp cut-off; inactive = mostly below about 18%;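 also: 0% = cells with DMSO and 100% = no-cell wells with DMSO; some compounds called inactive have numbers as strong as hits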
# dFosB activator: enhances mouse delta FosB homodimer DNA binding; AID 493131; 340,000 compounds, 0.99% hits; P13346; purified delta FosB, TAMRA-CDK5 oligo fluorescence polarization; percent of positive-control signal above neutral wells; activation, % at 25 µM;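 active = mean activation above about 17%, with every replicate also reaching it, limit read from the data, passing the limit was not always enough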;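 also: fluorescence polarization rise as delta FosB binds a TAMRA Cdk5 AP-1 oligo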
# HTR5A ag ctr: activates human HTR5A in OPRM1-OPRD1 agonist counter-screen. P47898. HTR5A agonist assay, luminescence, cell-based. activation, % at 9.3 µM. 340,000 compounds, 0.61% hits. AID 504692; in the data active = activation mostly above about 9.5%, no sharp cut-off; inactive = mostly below about 7.6%;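 also: 0% = cells with vehicle only and 100% = reference agonist; strong numbers were not always called active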
# * hit, by the source's call; . = no result given.
SMILES,PvdQ acylase,NSD2 inh,MITF act,Wnt bcat act,V-ATPase pH,CDK5 p35 inh,SR-BI DiI inh,HTR5A inv ctr,dFosB activator,HTR5A ag ctr
CC(=O)Nc1ccc(N2C(=O)c3ccc(C(=O)Nc4nnc(SCc5ccc(F)cc5)s4)cc3C2=O)cc1,-13,1,1,24,0,-0.4,-11,-1,56*,0
C[C@H](CO)N1C[C@H](C)[C@@H](CN(C)C(=O)Nc2ccccc2)Oc2ccc(NS(=O)(=O)c3ccc(F)cc3)cc2C1=O,-15,.,-3,-3,-1,-0.6,-6,-21,-4,-6
O=C(CCNC(=O)c1ccccc1Cl)NN=Cc1ccco1,1,0,-4,-3,-2,-1.2,-11,-4,1,1
O=C(NCc1ccc2c(c1)OCO2)C1CCN(Cc2cnn(-c3ccccc3)c2-n2cccc2)CC1,13,3,1,.,6,0.9,9,-19,-10,-6
O=C(Nc1ccc2c(c1)CCC2)C1CCCN(c2ncccn2)C1 (centres undefined),-6,-1,86*,.,-3,-0.6,16,-2,-5,2
COc1ccc(CNc2ccc(C(=O)O)cc2)cc1,-14,0,.,.,2,-2.7,.,-11,0,4
CN1CCN(c2ccc(NC(=O)COc3cccc4ccccc34)cc2)CC1,2,-1,2,-3,2,-2.0,6,-10,-3,4
COc1ccc(N2CCN(C(=O)CCNC(=O)c3ccc(C(C)(C)C)cc3)CC2)cc1,7,2,3,-1,1,-2.6,2,14,-16,-5
Cc1ccccc1NC(=O)C1CCCN(S(=O)(=O)c2cccc3cccnc23)C1 (centres undefined),-23,.,-10,-3,-2,0.4,2,-6,2,2
COc1ccc(OC)c(S(=O)(=O)N2CCC(C(=O)NCc3ccc4c(c3)OCO4)CC2)c1,-11,-2,-2,3,0,-1.0,15,6,-9,0
COc1ccccc1CN1CCN(Cc2nc(-c3cccs3)no2)CC1,-4,0,15,7,3,0.1,.,6,0,11
O=C(Cc1n[nH]c(=O)[nH]c1=O)N/N=C/c1ccccc1,0,-1,2,.,1,1.4,-15,-15,3,0
FC(F)Oc1ccc(C2N=C(c3ccccc3)NO2)cc1 (centres undefined),5,-8,117*,34*,2,1.2,12,-9,-7,4
COCCNc1oc(/C=C/c2ccccc2OC)nc1S(=O)(=O)c1ccccc1,12,-12,6,0,2,0.0,27,3,0,0
COc1ccc(C(CNC(=O)c2cc3ccccc3o2)N2CCCC2)cc1 (centres undefined),-6,3,32,1,-2,0.1,-21,12,-9,-5

# Limited to PvdQ acylase, for 4 of the compounds above:
SMILES	PvdQ acylase
COc1ccc(N2CCN(C(=O)CCNC(=O)c3ccc(C(C)(C)C)cc3)CC2)cc1	7
Cc1ccccc1NC(=O)C1CCCN(S(=O)(=O)c2cccc3cccnc23)C1 (centres undefined)	-23
COc1ccc(OC)c(S(=O)(=O)N2CCC(C(=O)NCc3ccc4c(c3)OCO4)CC2)c1	-11
COc1ccccc1CN1CCN(Cc2nc(-c3cccs3)no2)CC1	-4

# More results follow.
SMILES,PvdQ acylase,NSD2 inh,MITF act,Wnt bcat act,V-ATPase pH,CDK5 p35 inh,SR-BI DiI inh,HTR5A inv ctr,dFosB activator,HTR5A ag ctr
N#Cc1c(N)n(C2CCCCC2)c2nc3ccccc3nc12,5,9,-14,.,5,-1.0,30,7,-7,-2
O=C(O)CCCC(=O)Nc1ccc(C(=O)N2CCCCC2)cc1,-13,-2,-3,-6,-2,0.6,-4,1,-12,-1
CC1(C)Cc2nc(N)c(=O)sc2C1,-7,-2,-12,-2,-2,1.5,-28,-35,-4,-5
CC1Sc2ccc(S(=O)(=O)CCC(=O)NC3CCCC(C)C3C)cc2NC1=O (centres undefined),-11,23,-2,0,5,.,-15,18,-7,-2
Cc1ccc(S(=O)(=O)CCSc2cccc(C(=O)Nc3ccccc3C(=O)O)c2)cc1,6,3,-3,-1,-4,1.4,-39,6,-6,3
COc1cccc(CNC(=O)c2ccc3c(c2)N(C)CCS3)c1OC,-23,.,-1,0,2,-0.3,19,-6,0,0
Cc1ccc(NS(=O)(=O)c2cn(C)c(=O)n(C)c2=O)cc1C,3,.,.,2,-4,0.5,-37,4,-11,4
O=C(CC1C(=O)NCCN1C(=O)c1ccc(F)cc1)OCc1ccccc1 (centres undefined),-13,-3,-6,-6,-6,-0.6,-17,1,-9,8
COc1cc(C(=O)NCC(=O)Nc2c(C)cccc2C)ccc1OCc1ccccc1,6,1,10,1,-3,0.0,41,-18,-8,0
CCOc1ccc(S(=O)(=O)N2CCN(C(=O)c3cc(C4CC4)nn3-c3ccccc3)CC2)cc1,-7,-1,-5,-2,-2,0.5,12,2,-11,-1
Nc1ncc(-c2cc3ccccc3oc2=O)s1,-1,-1,36,.,1,-0.4,6,20,-6,2
COc1ccc(C(=O)Nc2ccnn2C2CCN(Cc3cn(C)nc3C)CC2)cc1,-15,0,5,-2,-3,3.0,-29,-17,-8,7
O=S(=O)(Cc1cccc(F)c1)c1c[nH]c2ccccc12,1,.,3,3,-2,1.3,17,-51,-1,17
CCCCCCCCCCCCCCCC[n+]1cccc2ccccc21,7,5,-102,-12,11,2.8,-13,-36,-136,20*
Cc1cc(C(=O)NCc2ccc3c(c2)OCO3)c(C)o1,-1,3,.,1,2,-0.7,.,-4,-2,-5

# 4 entries already listed, arranged by their value in CDK5 p35 inh, rising:
Structure	CDK5 p35 inh
Cc1cc(C(=O)NCc2ccc3c(c2)OCO3)c(C)o1	-0.7
CCOc1ccc(S(=O)(=O)N2CCN(C(=O)c3cc(C4CC4)nn3-c3ccccc3)CC2)cc1	0.5
O=S(=O)(Cc1cccc(F)c1)c1c[nH]c2ccccc12	1.3
COc1ccc(C(=O)Nc2ccnn2C2CCN(Cc3cn(C)nc3C)CC2)cc1	3.0

# (continued)
SMILES,PvdQ acylase,NSD2 inh,MITF act,Wnt bcat act,V-ATPase pH,CDK5 p35 inh,SR-BI DiI inh,HTR5A inv ctr,dFosB activator,HTR5A ag ctr
Cc1cccc(NC(=O)CSc2nnc(-c3ccccc3C)o2)c1,-17,-1,80,.,-2,-0.3,-15,-1,-3,4
Cc1ccc([C@@H]2CC=C(C(=O)O)[C@H](c3cccc(F)c3)N2S(=O)(=O)c2ccccc2C)cc1,-15,.,-7,8,2,-1.2,-8,-11,-4,3
COC(=O)CSc1nc2ccccc2c(=O)n1Cc1ccccc1,-12,-4,.,-1,1,-5.1,22,7,-3,-2
COc1ccc(-c2csc3nc(C)nc(N4CCN(c5ccc(C(C)=O)cc5)CC4)c23)cc1OC,-5,-2,3,-1,1,0.4,5,-13,-9,-2
COc1cc2cnc(-c3ccccc3)c(-c3cc(OC)c(OC)c(OC)c3)c2cc1OC,-11,.,8,-3,4,-2.8,34,-7,0,2
Cc1cc(NC(=O)COC(=O)C(Nc2ccc(C(F)(F)F)cc2Cl)C(C)C)no1 (centres undefined),-13,-2,-11,.,7,-1.4,-14,-28,-21,2
C[C@@H]1CN([C@H](C)CO)C(=O)c2cccc(NC(=O)NC3CCCCC3)c2O[C@@H]1CN(C)C(=O)Nc1ccc(C(F)(F)F)cc1,-4,.,-23,.,-1,0.1,-9,-11,-9,-1
Cc1ccccc1C(=O)OC(C)C(=O)NCc1ccc2c(c1)OCO2 (centres undefined),1,-4,3,-4,-5,0.4,-10,13,3,-5
S=C(NCCN1CCOCC1)N/N=C/c1c2ccccc2cc2ccccc12,12,2,2,-9,5,1.2,23,13,4,-2
Cc1ccc(S(=O)(=O)N2CCOCC2)cc1NC(=O)CSCc1c(C)noc1C,-11,-5,.,3,0,0.1,-6,-2,2,1
CC(C)(C)NC(=O)Cn1cnc([N+](=O)[O-])n1,0,11,-6,.,4,1.2,-4,-17,-1,0
O=C(Nc1ccc2c(c1)OCCO2)c1cnc2ccccn2c1=O,-14,-1,-12,.,0,0.7,10,0,-6,-1
O=C(NCc1cccs1)c1cc(-c2ccc(O)cc2)on1,-2,8,58,37*,-4,1.4,.,0,-1,4
CCN(CC)CCCNc1cc(C)nc2cc(-c3cccs3)nn12,2,62*,22,0,0,-1.3,-7,0,4,0
Cc1cc(NC(=O)Nc2cc(C)nn2-c2ccccc2)n(-c2ccccc2)n1,-15,0,6,.,1,-1.9,84*,-30,-6,3
CC(C)CC(=O)N(Cc1ccc(F)cc1)C1CCS(=O)(=O)C1 (centres undefined),-11,1,-7,-4,-3,0.8,-17,-3,0,2
CCn1nccc1C(=O)Nc1ccc(C)c(C)c1,-18,-2,.,.,-2,-0.7,16,7,3,-2
COc1cc(OC)cc(C(=O)OCC(=O)Nc2ccc(N3CCCCC3)cc2)c1,-13,5,11,0,1,-0.4,32,-12,0,2
NC(=O)[C@@H]1CCOc2c(F)cc([N+](=O)[O-])cc2C(=O)N[C@@H](CO)C(=O)NCC(=O)N1,-7,.,.,1,-7,0.0,-19,22,0,-8
Cc1nn(-c2ccc(Cl)cc2)c2[nH]c(CCl)cc(=O)c12,-22,0,-21,0,3,-6.2,3,7,-10,-6
COCCN(C(=O)COC(=O)c1c(NC(C)=O)sc(C)c1C)c1c(N)n(Cc2ccccc2)c(=O)[nH]c1=O,-4,0,-5,-2,3,-1.9,64,2,1,4
O=C(O)CCC(=O)NCc1ccc2[nH]c3c(c2c1)CCCC3,-8,.,0,0,-1,2.0,-12,11,-12,-3
Cc1cccc(N2CN=c3s/c(=C\c4ccccn4)c(=O)n3C2)c1,-4,-1,.,4,3,0.0,40,26,-8,6
CC1=NN(c2ccccc2)C(=O)/C1=C/c1ccc(Cl)cc1,1,.,.,0,-1,1.3,-4,-13,-3,4
CCOC(=O)CCCNC(=O)COc1ccccc1C#N,-14,-5,1,0,3,2.6,9,-2,1,8
CC(=O)Nc1ccc(S(=O)(=O)N(C)Cc2cnn(C)c2)cc1,-5,0,5,-1,-1,-0.1,-27,-11,-3,-1
O=C(CCN1CCN(c2ccccc2)CC1)N/N=C/c1ccccc1OC(F)F,12,1,-8,-1,1,-0.8,27,8,-9,-3
CC1CCN(c2nnc(-c3cccs3)c3ccccc23)CC1,-2,3,14,13,0,2.0,53,0,-2,0
CCOC(=O)C(C)Sc1ccc2nnc(CCNS(=O)(=O)c3ccccc3)n2n1 (centres undefined),-12,0,6,0,-3,0.6,-13,-8,3,3
CC(=O)Nc1ccc2nc(NS(=O)(=O)c3ccc(C)cc3)sc2c1,-12,.,5,11,0,0.6,10,9,-9,-4
CC1CCN(S(=O)(=O)N2CCC(C(=O)NC3CCCC3)CC2)CC1,-6,-1,-17,-2,1,-0.6,-22,5,2,-2

# Some of the entries above, set out differently.
# Values run as follows: PvdQ acylase, NSD2 inh, MITF act, Wnt bcat act, V-ATPase pH, CDK5 p35 inh, SR-BI DiI inh, HTR5A inv ctr, dFosB activator, HTR5A ag ctr
- Cc1cccc(NC(=O)CSc2nnc(-c3ccccc3C)o2)c1
    -17, -1, 80, ., -2, -0.3, -15, -1, -3, 4
- Cc1ccc([C@@H]2CC=C(C(=O)O)[C@H](c3cccc(F)c3)N2S(=O)(=O)c2ccccc2C)cc1
    -15, ., -7, 8, 2, -1.2, -8, -11, -4, 3
- COC(=O)CSc1nc2ccccc2c(=O)n1Cc1ccccc1
    -12, -4, ., -1, 1, -5.1, 22, 7, -3, -2
